TbPYK inhibitor = inhibitors of Trypanosoma brucei pyruvate kinase | Potency, µM (highest dose often 76.8 µM), without a hit: at the highest dose activity, negative = inhibition, usual class: inhibitors | Q57TT1 | AID 624173 | 410,000 tested, 0.12% active | TbPYK enzyme, Kinase-Glo Plus ATP luminescence, 45 min; active = well fitted inhibition curve with a large enough effect; inconclusive = small, poorly fitted or top-dose-only effect; also: nearly all actives have a fitted effect of over 50% in size
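Readout: single end-point luminescence (Kinase-Glo Plus, 10 min). Reaction conditions were TbPYK/substrate plus 130 uM ADP, 45 min at RT, pH 7.2 TEA buffer. No-enzyme wells served as controls, and data were normalized before concentration-response fitting.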
Numbers without * were called inactive; ? = inconclusive; [ ] = another dose, or the depositor's remark. % is scaled to controls: 0 for no effect and ±100 for the full control effect; potency is read from the fitted curve at half-maximal effect. An excerpt. The share of hits here may be higher or lower than overall.

SMILES | TbPYK inhibitor
CC(C)CCNC(=O)CN1C(=O)CSc2ccc(S(=O)(=O)N3CCC(C)CC3)cc21 | 0%
COc1ccc(NC(=O)Cn2c(=O)c3cc(Cl)ccc3n3nncc23)cc1 | 4%
O=C(Nc1ccc(C(=O)N2CCCCC2)cc1)c1ccccc1Br | 2%
Cc1ccc(NC(=O)CN2C(=O)CSc3ccc(S(=O)(=O)N(C)C)cc32)cc1C | -4%
NC(=O)C1(Nc2ccccc2)CCCC1 | 8%
CCOC(=O)N1CCN(C(c2ccnc3ccccc23)c2nnnn2-c2ccc3c(c2)OCCO3)CC1 (stereo not drawn) | -5%
Cc1ccc(-n2c(=O)[nH]c3ccc(Br)cc3c2=O)cc1 | 3%
CCc1cc2c(s1)-n1c(C)nnc1CN=C2c1ccccc1Cl | 3%
CS(=O)(=O)c1ncc(N(Cc2ccco2)Cc2ccco2)c(C(=O)Nc2ccccc2Br)n1 | -6%
CSc1ncnc2c1ncn2CCCNCc1ccco1 | 3%
CC(C)c1nn2c(=O)cc(COC(=O)c3ccc(NC(=O)C4CCCCC4)cc3)nc2s1 | -7%
COc1ccc(C(=O)COC(=O)C(Cc2c[nH]c3ccccc23)NC(=O)c2ccc(C(C)(C)C)cc2)cc1 (stereo not drawn) | 1%
Cc1ccc(C(c2ccc(C)c(C)c2)C(O)C2OC(=O)C(O)C2O)cc1C (stereo not drawn) | 8%
CCOc1ccc(CN2C(=O)C(=O)c3cccc(C)c32)cc1OC | -11%
C[C@H](CO)N1C[C@H](C)[C@@H](CN(C)C(=O)NC2CCCCC2)Oc2ncc(Br)cc2C1=O | 6%
O=S1(=O)C[C@H](N2CCN(CCO)CC2)[C@@H](COCc2ccccc2)N1 | 3%
COc1cc(C(=O)NCCS(=O)(=O)N2CCN(c3ccccc3)CC2)cc(OC)c1OC | 1%
COc1ccc(-c2cn3c(n2)sc2cc(C(=O)Nc4cc(Cl)ccc4C)ccc23)cc1 | 2%
Cc1ccc(C)c(OCCCn2c(-c3ccc(Cl)cc3)nc3ccccc3c2=O)c1 | 3%
COc1cc(C(=O)NC2CCN(C)CC2)ccc1Nc1ncc2c(n1)N(C1CCCCC1)CCC(=O)N2C | -2%
COc1ccc(/C=C/C(=O)Nc2ccc(Cl)c(Cl)c2)cc1 | -2%
Cc1ccc(NC(=O)CCC(=O)N/N=C/c2coc3ccc(F)cc3c2=O)cc1 | -4%
COc1ccc2c(c1)c1c(c(=O)n(-c3ccccc3C)c(=O)n1CC(N)=O)n2C | -6%
Fc1ccc(CNc2nc(-c3ccc(Cl)cc3)cc(C(F)(F)F)n2)cc1 | 0%
O=C(CSc1n[nH]c(-c2ccccc2Cl)n1)NCCc1ccccc1 | -6%
COCCNc1nc(-c2ccccc2CO)c2sc(-c3ccccc3)cc2n1 | 1%
Cc1ccc(OCCSc2nc3ccc(NC(=O)COc4ccc(F)cc4)cc3s2)cc1 | -3%
O=C(NC1CC1)c1[nH]c(C(F)(F)F)nc1-c1ccccc1 | -3%
Cc1cccc(C(=O)Nc2ccc(C(=O)c3ccncc3)cc2)c1 | -10%
COc1cc2nc(SCc3ccc(Cl)cc3)n3nc(CCn4nc(C)cc4C)nc3c2cc1OC | -1%
CCOC(=O)c1cc(-c2ccc(F)cc2)n(CCC(=O)NCCc2ccc(C)cc2)c1C | -20%[15.4 µM]
Cc1ccc(N2CCN(C(=O)c3noc4c3COc3ccc(C)cc3-4)CC2)c(C)c1 | 5%
Cc1cccc(-c2nc3c(c(SCc4ccccc4Cl)n2)Cc2c(CO)cnc(C)c2O3)c1 | -6%
Cc1cc(C)c(N2C(=O)CC(Sc3ccccc3N)C2=O)c(C)c1 (stereo not drawn) | -10%
COc1ccc(-c2nn3c(-c4ccc(C)cc4)nnc3c3ccccc23)cc1 | -3%
COc1cccc(-c2nc(SCC(=O)NC3CCCC3)c(-c3ccc(C)cc3)[nH]2)c1 | 2%
CCCN(CCC)CCNC(=O)Cn1ncc2c([nH]c3ccc(C)cc32)c1=O | 2%
Cc1cccc(OCc2nnc(SCC(=O)NCc3ccc4c(c3)OCO4)o2)c1 | 3%
O=C(NCc1ccccc1)c1ccc(CSc2nc3cccnc3n2Cc2cccc(F)c2)cc1 | -12%
COC1CC(NC(C)=O)C(OC(=O)c2ccccc2)C(CBr)O1 (stereo not drawn) | -8%
CCCCN1C[C@H](C)[C@@H](CC(=O)NC)C1=O | 4%
CC(Sc1nnc(-c2ccccc2F)n1C)C(=O)Nc1ccc(N2CCOCC2)cc1 (stereo not drawn) | 5%
CCc1nc2ccc(C(=O)Nc3cccc(OC)c3)cn2c1N(CC)CCN(C)C | -3%
COc1cccc(CNC(=O)C2CCC(CNS(=O)(=O)c3ccc(Br)s3)CC2)c1 (stereo not drawn) | 1%
CCOC(=O)C1=NNC(C(=O)c2ccccc2)C1c1ccc(OC)cc1 (stereo not drawn) | -1%
CC(Nc1ccc(Br)cc1)C(=O)NC(=O)NC1CCCCC1 (stereo not drawn) | -1%
CN(CC12CC3CC(CC(C3)C1)C2)C(=O)c1ccco1 | 2%
C[C@H]1CN([C@@H](C)CO)C(=O)c2c(c3ccccc3n2C)-c2ccccc2CO[C@H]1CN(C)C(=O)[C@@H]1CCCN1C | -7%
O=C(c1ccc([N+](=O)[O-])cc1)N1c2ncnn2C2(CCCCC2)[C@@H]2CCCC[C@@H]21 | 2%
CCOC(=O)c1noc2ncnc(N3CCC(C)CC3)c12 | -2%

(next part)
SMILES | TbPYK inhibitor
CCCC1=Nc2cc(C(=O)NC3CCCC3)ccc2Sc2ccc(C)cc21 | 3%
CCOc1ccc(C(=O)Nc2cc(-c3cn4cccnc4n3)ccc2C)cc1OCC | -3%
COc1cccc(-c2nc3c(C#N)c[nH]n3c2NC2CCCCC2)c1OC | -4%
COC(=O)CN1C(=O)COc2ccc(S(=O)(=O)N3CCCCC3)cc21 | 4%
Cc1ccc(C([O-])=C(C(=S)NCc2ccccc2)[n+]2cccc(CO)c2)cc1[N+](=O)[O-] | -8%
CC1CCN(S(=O)(=O)c2ccc3nc(Nc4ccc(C#N)cc4)ccc3c2)CC1 | -5%
COc1cccc(NC(=O)CSc2nc(=O)[nH]c3c2CCCC3)c1 | 5%
CC(=O)NC(C)(c1ccccc1)c1nc(-c2cccc3cccnc23)cs1 (stereo not drawn) | -1%
O=P(Oc1ccc(Cl)cc1)(N1CC1)N1CC1 | -6%
CC1(C(=O)O)CCCN(C(=O)C2(c3ccc(Cl)cc3)CCCC2)C1 (stereo not drawn) | 3%
Cc1cccc2sc(NC(=O)c3cccn(Cc4ccccc4)c3=O)nc12 | -5%
Cc1ccc(NC(=O)C2CCN(c3cc(C)nc4c(-c5ccc(Cl)cc5)c(C)nn34)CC2)c(C)c1 | -2%
Cc1ccc(N2CC(NC(=O)c3cccs3)CC2=O)cc1 (stereo not drawn) | 5%
CCOC(=O)c1c[nH]n2c(=S)ncnc12 | 2%
CC(C)(C)C1CCC(=O)N2CCC[C@]2(c2ccccc2)C1 (stereo partly drawn) | 3%
Cc1ccccc1CN1C(=O)c2ccccc2Sc2ccc(C(=O)N3CCCC3)cc21 | 1%
CC(C)c1ccc(-c2noc(SCC(=O)N3CCN(c4ccccc4F)CC3)n2)cc1 | 5%
Cc1ccc(C)c(N2CCN(C(=O)CCCCCn3c(=O)[nH]c4ccccc4c3=O)CC2)c1 | 7%
Cc1ccc2nc(/C(C#N)=C/c3ccccc3F)[nH]c2c1 | -2%
COc1ccc2[nH]cc(S(=O)(=O)c3ccc(C)c(C)c3)c(=O)c2c1 | 2%
CCOC(=O)N1CCc2c(sc(NCc3cccs3)c2C(=O)Nc2cc(Cl)ccc2OC)C1 | ?
CC(C)OC(=O)c1cccc(NC(=O)Cn2nnc3sc4c(c3c2=O)CCCC4)c1 | -1%
Cc1nc2ccc(S(=O)(=O)NCC(=O)Nc3ccc(F)cc3F)cc2s1 | 10%
CN(C)c1ccc(CC(=O)N2CCCC(c3cc(C(=O)Nc4ccc(F)c(Cl)c4)no3)C2)cc1 (stereo not drawn) | -10%
CCC1NC(=O)c2cc3ccccc3cc2-n2c1nc1ccc(F)cc1c2=O (stereo not drawn) | -5%
COc1ccc(-c2nc3cnc(N(C)C)nc3n(CCc3ccccc3)c2=O)cc1 | -3%
Cc1ccc(OC(=O)CSc2nnc(-c3cccs3)o2)c(C)c1 | 1%
COC(=O)c1sc2ccccc2c1S(=O)(=O)N1CCN(c2ccc(C(C)=O)cc2)CC1 | ?
CCN(CC)S(=O)(=O)c1ccc(SCC(=O)c2c(N)n(C3CC3)c(=O)[nH]c2=O)nc1 | -18%
COc1cc(Nc2ncc3c(n2)CCN(Cc2cc(Br)cs2)C3)cc(OC)c1 | 5%
COc1ccc(NC(=O)CCn2c(-c3ccc(F)cc3)cc(C(C)=O)c2C)c(OC)c1 | 4%[15.4 µM]
COc1ccc(C(=O)Nc2ccc3nc(SCC(=O)N4CCc5ccccc54)sc3c2)cc1 | 1%
Cc1cc(C)cc(OCC(=O)Nc2ccc(-c3nc4ncccc4o3)cc2C)c1 | 2%
CC(=O)Nc1ccc(NC(=O)c2ccc(Cl)c(S(=O)(=O)N3CCc4ccccc43)c2)cc1 | -3%
Cc1ccccc1OCC(=O)Nc1ccc(OCc2cc(=O)n3ccsc3n2)cc1 | -2%
COc1cc(C(=O)N2CCC(c3nc4ccccc4s3)CC2)cc(OC)c1OC | 2%
CC(=O)Nc1ccc2c(c1)C(=O)c1ccc(Cl)cc1-2 | 6%
Cc1cc(Cl)ccc1OC(C)C(=O)Nc1ccc(S(=O)(=O)N2CCOCC2)cc1 (stereo not drawn) | -8%
CCc1ccccc1NS(=O)(=O)c1cc(Br)cc2c1N(C(=O)C1CC1)CC2 | -4%
C[C@H](CO)N1C[C@H](C)[C@@H](CN(C)S(=O)(=O)c2ccc(Oc3ccccc3)cc2)OCc2cnnn2CCCC1=O | 8%
COc1ccc(C(=O)OCC2CN2c2cccc([N+](=O)[O-])c2)cc1 (stereo not drawn) | 1%
O=C1CNc2cc(Cl)ccc2N1 | -12%
O=C(NNC(=O)c1cccc2ccccc12)c1cccc(F)c1 | -1%
Cc1ccc(S(=O)(=O)CCC(=O)Nc2ccc(OC(F)(F)F)cc2)cc1 | 2%[15.4 µM]
COc1ccc(C)cc1S(=O)(=O)N(C)CC(=O)N1CCCCC1 | 8%
CCn1nc(C)c2c(-c3ccccc3)cc(=O)n(C(C)C(=O)NCCc3ccc(OC)c(OC)c3)c21 (stereo not drawn) | 0%
Cc1ccc(C)c(N2C(=O)N(Cc3c(F)cccc3Cl)c3ccccc3S2(=O)=O)c1 | 2%
Cc1nc2c(C(=O)NCCc3ccccc3)cnn2c(C)c1Cc1c(F)cccc1Cl | 1%
Cc1cc(C)cc(OCC(=O)NC(Cc2c[nH]c3ccccc23)C(=O)O)c1 (stereo not drawn) | -8%
C/C(=N\OCC(=O)OC(C)C(=O)Nc1ccc(C)c(S(=O)(=O)N2CCOCC2)c1)c1ccc2c(c1)OCO2 (stereo not drawn) | 1%

Compounds above that have an NH in an aromatic ring (14):
SMILES | TbPYK inhibitor
Cc1ccc(-n2c(=O)[nH]c3ccc(Br)cc3c2=O)cc1 | 3%
COc1ccc(C(=O)COC(=O)C(Cc2c[nH]c3ccccc23)NC(=O)c2ccc(C(C)(C)C)cc2)cc1 (stereo not drawn) | 1%
O=C(CSc1n[nH]c(-c2ccccc2Cl)n1)NCCc1ccccc1 | -6%
O=C(NC1CC1)c1[nH]c(C(F)(F)F)nc1-c1ccccc1 | -3%
COc1cccc(-c2nc(SCC(=O)NC3CCCC3)c(-c3ccc(C)cc3)[nH]2)c1 | 2%
CCCN(CCC)CCNC(=O)Cn1ncc2c([nH]c3ccc(C)cc32)c1=O | 2%
COc1cccc(-c2nc3c(C#N)c[nH]n3c2NC2CCCCC2)c1OC | -4%
COc1cccc(NC(=O)CSc2nc(=O)[nH]c3c2CCCC3)c1 | 5%
CCOC(=O)c1c[nH]n2c(=S)ncnc12 | 2%
Cc1ccc(C)c(N2CCN(C(=O)CCCCCn3c(=O)[nH]c4ccccc4c3=O)CC2)c1 | 7%
Cc1ccc2nc(/C(C#N)=C/c3ccccc3F)[nH]c2c1 | -2%
COc1ccc2[nH]cc(S(=O)(=O)c3ccc(C)c(C)c3)c(=O)c2c1 | 2%
CCN(CC)S(=O)(=O)c1ccc(SCC(=O)c2c(N)n(C3CC3)c(=O)[nH]c2=O)nc1 | -18%
Cc1cc(C)cc(OCC(=O)NC(Cc2c[nH]c3ccccc23)C(=O)O)c1 (stereo not drawn) | -8%

Further records follow:
SMILES | TbPYK inhibitor
O=C(NN=Cc1ccc(N(CCCl)CCCl)cc1Cl)c1cccnc1 | 0%
Cc1nc(-c2ccc(S(=O)(=O)Nc3ccc(OC(F)(F)F)cc3)cc2)co1 | 0%
CCc1ccc(NC(=O)CN(Cc2ccccc2)S(=O)(=O)c2ccc3nc(C)sc3c2)cc1 | 10%
Cc1nc2nc(N)nc(OCc3ccccc3)c2nc1C | -9%
CCOC(=O)CCCN(c1[nH]c(C)c(C)c1C#N)S(=O)(=O)c1ccc(C)cc1 | -1%
CC(C)NC(=O)C1(C)CCN1Cc1ccc(Cl)cc1 (stereo not drawn) | -6%
CC(=O)Oc1ccccc1Cn1c(C)c(C(=O)N(C)Cc2ccc(F)cc2)sc1=O | -9%
COc1ccc(Cn2c(=O)c3oc4ccccc4c3n(Cc3cccc(F)c3)c2=O)cc1 | -4%
COc1c(OP2(=S)OCC(C)(C)CO2)cnn(C2CCCCC2)c1=O | 3%
COc1ccccc1Cc1c(-c2ccco2)nc2ccc(Cl)cn12 | -19%
COC1=Nc2ccccc2N2CCN=C12 | 8%
COc1cc(C2C(=O)N(C3CCCCC3)CC(=O)N2C2CCCC2)ccc1OC(C)C (stereo not drawn) | 1%

Compound activity as filed in PubChem.
